ALOX12 inhib: inhibitors of human 12-lipoxygenase (ALOX12); P18054; purified 12-hLO, xylenol orange hydroperoxide absorbance; Potency, µM (doses to about 57.1 µM), inactives show at the top dose activity change, negative = inhibition, hits mostly inhibitors; hit rate 0.12% among 150,000; AID 1452; also: potency is read from the fitted curve at half-maximal effect; nearly all actives have a fitted effect of over 55% in size; many of its hits are not listed in these tables
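Xylenol orange chromogenic assay: hydroperoxide from 12hLO oxidises Fe(II), giving red-shifted Fe(III)-XO absorbance. Conditions: 150 nM enzyme, 40 uM arachidonic acid, 25 mM Hepes pH 7.0, 0.01% Triton X-100, 30 min, room temperature.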
PNC inhibitor: inhibitors of perinucleolar compartment assembly; activity change (PNC), negative = inhibition, % at 10 µM; hit rate 3.1% among 140,000; PC3M PTB-GFP, PNC prevalence imaging, 16 h; stronger effect = lower value;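 active = readout at or below -70, meaning at least 70% loss of cells showing the perinucleolar compartment, a nuclear body marking cancer cells; inconclusive = readout between -30 and a set limit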;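 also: plate controls were DMSO wells for no effect and camptothecin positive control wells for full effect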
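Compounds are pinned in duplicate onto adhered PC3M cells stably expressing GFP-tagged PTB and incubated 16 h at 37 C. Cells are then fixed, nuclei stained with Hoechst, and PNC-positive cells counted.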
IMPase inh: membrane-permeable compound that blocks inositol monophosphatase; 120,000 tested, under 10 active; inhibition (IP1 accumulation), % at 46.1 µM; CHO-M1 cells, IP1 accumulation, HTRF TR-FRET ratio; P97697; AID 901; active = well fitted curve in the direction sought with a large enough effect in the signal ratio, not every such curve was filed as active; inconclusive = small, poorly fitted or top-dose-only effect, or a change in a side signal; inactive = no such curve, though single readings can be large or run the other way; the % refers to the signal ratio;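 also: cells stimulated with carbachol in lithium chloride buffer; plate controls were DMSO basal wells for no effect and reference inhibitor wells for full effect; higher means more IMPase inhibition seen as more IP1 and lower FRET ratio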
Target sequence (P97697 whole entry, looked up): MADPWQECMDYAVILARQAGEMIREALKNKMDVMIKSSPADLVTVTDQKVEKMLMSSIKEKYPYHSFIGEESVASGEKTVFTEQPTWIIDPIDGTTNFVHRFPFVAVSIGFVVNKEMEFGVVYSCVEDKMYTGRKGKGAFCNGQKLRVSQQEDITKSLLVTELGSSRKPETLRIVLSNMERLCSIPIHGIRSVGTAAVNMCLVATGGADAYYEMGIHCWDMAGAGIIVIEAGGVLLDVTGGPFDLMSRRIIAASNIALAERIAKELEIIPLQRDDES
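Elevated IP1 in lysates lowers TR-FRET signal (665/620 ratio and 620 channel reported). Cells were CHO-M1, given carbachol (50 uM as added) plus 50mM LiCl, pH 7.4, 30 min, 37C; compounds titrated up to 46 uM; AC50 by Hill equation.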
ALOX15B inhib: blocks human 15-lipoxygenase 2 activity. Potency, µM (top dose mostly 57.1 µM), without a hit: at the top dose activity change, negative = inhibition, hits mostly inhibitors. purified 15hLO-2, xylenol orange hydroperoxide absorbance. O15296. AID 881. hit rate 0.56% among 110,000; also: potency is read from the fitted curve at half-maximal effect; nearly all actives have a fitted effect of over 60% in size; many of its hits are not listed in these tables
Target sequence (O15296 whole entry, looked up): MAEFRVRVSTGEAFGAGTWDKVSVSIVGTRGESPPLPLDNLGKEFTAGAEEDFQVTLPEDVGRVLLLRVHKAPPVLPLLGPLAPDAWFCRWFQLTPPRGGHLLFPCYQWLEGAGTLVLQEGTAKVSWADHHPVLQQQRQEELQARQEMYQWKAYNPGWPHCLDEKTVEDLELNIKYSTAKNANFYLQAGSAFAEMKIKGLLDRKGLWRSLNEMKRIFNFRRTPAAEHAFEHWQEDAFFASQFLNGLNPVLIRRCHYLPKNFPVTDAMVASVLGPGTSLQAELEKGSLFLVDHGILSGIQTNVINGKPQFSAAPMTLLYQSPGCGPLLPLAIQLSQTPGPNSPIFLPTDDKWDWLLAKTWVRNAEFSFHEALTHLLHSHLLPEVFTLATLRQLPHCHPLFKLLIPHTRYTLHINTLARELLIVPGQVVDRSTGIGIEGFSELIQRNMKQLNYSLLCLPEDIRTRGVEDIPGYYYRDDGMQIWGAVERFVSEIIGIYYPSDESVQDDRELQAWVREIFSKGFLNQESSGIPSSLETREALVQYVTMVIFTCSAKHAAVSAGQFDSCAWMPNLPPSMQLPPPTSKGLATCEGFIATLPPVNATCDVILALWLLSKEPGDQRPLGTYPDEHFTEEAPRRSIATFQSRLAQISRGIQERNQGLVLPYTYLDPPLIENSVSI
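Purified human 15hLO-2 (50 nM) preincubated 15 min with compound, then 45 uM arachidonic acid for 90 min at RT in 25 mM Hepes pH 7.5, 0.01% Triton X-100. Hydroperoxide detected by Fe-xylenol orange; 573/405 nm absorbance ratio.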
Starred values were filed as active, the others as inactive; ? = inconclusive; / = not tested or not shown; [ ] = remark or other dose. Unless noted, calls follow the shape of the dose curve; as a rule, active = well fitted curve in the direction sought with a large enough effect; inconclusive = small, poorly fitted or top-dose-only effect, or another doubt; inactive = no such curve, though single readings can be large; an effect the other way counts as inactive or inconclusive. Unless noted, % is scaled to controls: 0 for no effect and ±100 for the full control effect.

Abbreviations – A = ALOX12 inhib; B = PNC inhibitor; C = IMPase inh; D = ALOX15B inhib
C/C(=N\NC(=O)c1ccc(Cl)cc1)c1ccc(Br)s1
  A: -12%; B: 0; C: -3; D: -16%

COc1ccc(S(=O)(=O)N(CC(=O)NCc2ccco2)C2CCCCC2)cc1OC
  A: 1%; B: 15; C: 3; D: -12%

OCCN1CCN(c2ncnc3c2sc2nc(N4CCOCC4)c4c(c23)CCC4)CC1
  A: 0%; B: -19; C: 8; D: 17%

CCOC(=O)c1c(NC(=O)CCC(=O)NCc2ccco2)sc2c1CCCC2
  A: -6%; B: ?; C: 6; D: -6%

O=S(=O)(/N=C(/Nc1ccc(F)cc1F)c1ccc(Cl)cc1)c1ccccc1
  A: 3%; B: 49; C: 6; D: /

CCCC=O
  A: 0%; B: /; C: /; D: -9%

CC(C(=O)N1CCc2ccccc21)N1CCc2ccccc2C1 (stereo not given)
  A: -3%; B: ?; C: /; D: /

COc1ccc(/C=N/NC(=O)CCn2c3ccccc3c3ccccc32)cc1OC
  A: -1%; B: -19; C: /; D: /

O=C(N/N=C/c1sc(=O)n(-c2ccccc2)c1Cl)c1ccccc1
  A: -2%; B: -7; C: /; D: /

Cc1ccc(S(=O)(=O)CCC(=O)N2CCN(c3ccc(Cl)cc3)CC2)cc1
  A: -5%; B: 41; C: 7; D: /

Cc1ccc(C(=O)CCNc2ccccc2)o1
  A: -3%; B: -17; C: 9; D: 1%

Cc1cc2cc(CNC(=O)c3cc4ccccc4o3)ccc2n1C
  A: 0%; B: -9; C: -27; D: -2%

N#Cc1cn(CC(=O)NCC2CCCO2)c2ccccc12 (stereo not given)
  A: -2%; B: -2; C: -9; D: 1%

CN(C(=O)C1CCOC1)c1nnc(-c2ccncc2)s1 (stereo not given)
  A: 8%; B: -19; C: 5; D: -4%

Cc1ccc(-c2cc(-c3ccccc3)no2)c(O)c1
  A: -3%; B: 38; C: -12; D: /

CCOc1ccc(C(CC(=O)O)NC(=O)C23CC4CC(CC(C4)C2)C3)cc1 (stereo not given)
  A: 2%; B: -8; C: -4; D: /

Cn1c2c(c(=O)n(C)c1=O)C(C(F)(F)F)(C(F)(F)F)N=C(c1ccc(Cl)cc1)N2
  A: 1%; B: 30; C: 6; D: -6%

CC(=O)/C=C\c1cn(-c2ncc(C(F)(F)F)cc2Cl)c2ccccc12
  A: -5%; B: -124*; C: 5[1.84 µM]; D: -7%[11.4 µM]

Cc1cc2c(c(=O)n1CC1CCCO1)C(c1ccco1)C(C#N)=C(N)O2 (stereo not given)
  A: -4%; B: 12; C: -1; D: -4%

CCOC(=O)Cc1nnn(CC(=O)OCC)n1
  A: 2%; B: 11; C: -1; D: -4%

CCOC(=O)c1ccc(NC=C2C(=O)OC3(CCCCC3)OC2=O)cc1
  A: -1%; B: 15; C: 9; D: -8%

N#C/C(C(=O)c1ccccc1)=C1/CCCCCN1
  A: -5%; B: ?; C: 6; D: 1%

CCCCOCCCNC(=O)C1CCCCC1
  A: -3%; B: -15; C: 3; D: 1%

CCOc1ccccc1/C=N/NC(=O)CNC(=O)c1ccc(S(=O)(=O)N2CCOCC2)cc1
  A: -6%; B: ?; C: /; D: /

C/C=C/C=C/C(=O)O
  A: 5%; B: /; C: /; D: -4%

CCCOc1ccc(OCCOCCN2CCc3ccccc3C2)cc1
  A: 9%; B: 15; C: 12; D: 13%

CCOC(=O)c1ccc(-n2c(=O)[nH]c3ccccc3c2=O)cc1
  A: -1%; B: 36; C: -6; D: 2%

Cc1cc(C)c(C#N)c(Oc2ccc(F)cc2)n1
  A: -2%; B: ?; C: -17; D: 3%

O=C(Nc1ccc(F)cc1)N(Cc1cccs1)Cc1cc2cc3c(cc2[nH]c1=O)OCO3
  A: 0%; B: -14; C: /; D: /

CC(=O)Oc1ccc(NC(=O)C2CCCCC2)c(C(=O)O)c1
  A: -3%; B: -28; C: -3; D: -1%

Cc1ccc(-n2nc(-c3ccccc3)cc2Nc2ccccc2N)cc1
  A: -9%; B: ?; C: -2; D: /

COc1ccc(CCNC(=O)c2nnn(CC(=O)Nc3ccccc3)c2N)cc1OC
  A: 2%; B: 47; C: -5; D: -5%

COc1ccc(C2(CN(C(C)=O)C(C)=O)CCCC2)cc1OC
  A: 9%; B: -14; C: 4; D: -4%

COc1ccc(-c2cn3cccnc3n2)cc1F
  A: -2%; B: 5; C: /; D: /

CCn1c(Cc2cccs2)nnc1SCC(=O)Nc1ccc(OC)c(OC)c1
  A: 4%; B: 29; C: 3; D: 1%

CC1(C)CCCN(C(=O)c2coc(=O)c(Br)c2)C1
  A: -1%; B: 71; C: -4; D: 1%

CC1CN(S(=O)(=O)c2cccc(C(=O)OCC(=O)Nc3ccc4c(c3)OCO4)c2)CC(C)O1 (stereo not given)
  A: -6%; B: -2; C: 12; D: -6%

Cc1c(N=Cc2cc(Br)cc(Br)c2O)cccc1C(=O)O
  A: -4%; B: -5; C: /; D: /

C/C(CCc1oc2ccccc2c1-c1ccc(C)o1)=N/O
  A: -17%; B: 35; C: ?; D: 12%

CCCCN1C2=C(C(=O)CCC2)C(c2ccc(Cl)c(Cl)c2)C2=C1c1ccccc1C2=O (stereo not given)
  A: -1%; B: -21; C: 1; D: -8%

COCCCn1c(SCC(=O)OC2CCCCC2)nnc1-c1ccco1
  A: -1%; B: 5; C: -1; D: -13%

COc1cc(NS(=O)(=O)c2ccc(NC(=S)NC(=O)C3CCCC3)cc2)nc(OC)n1
  A: ?; B: ?; C: -7; D: ?

CCC(=O)Nc1ccc(C(=O)n2ccc(C)n2)cc1
  A: 1%; B: 11; C: -3; D: 15%

COc1cc(C)c(Cl)cc1S(=O)(=O)N(C)C
  A: 2%; B: 1; C: 0; D: -1%

COc1cc(-c2cc(C(=O)Nc3ccc(S(=O)(=O)NCc4ccco4)cc3)c3ccccc3n2)cc(OC)c1OC
  A: 1%; B: -27; C: /; D: /

CC(C)NS(=O)(=O)c1ccc(NC(=O)C2CCCCC2)cc1
  A: -1%; B: 53; C: -4; D: -5%

COC(=O)c1[nH]c(C)c(/C(O)=C2\C(=O)C(=O)N(CCN(C)C)C2c2cc(OC)ccc2OC)c1C (stereo not given)
  A: 0%; B: 6; C: -6; D: -9%

O=C(OCn1ncc(Cl)c(Cl)c1=O)c1ccc(C(F)(F)F)cc1
  A: 0%; B: 6; C: 0; D: /

NCCNCC1CCNCC1
  A: -1%[11.4 µM]; B: /; C: /; D: 22%[11.4 µM]

Cc1nn(C(=O)N2CCOCC2)c(C)c1C
  A: 2%; B: -1; C: ?; D: /

(listing goes on)
Abbreviations – A = ALOX12 inhib; B = PNC inhibitor; C = IMPase inh; D = ALOX15B inhib
CCCc1cc(Nc2cccc(OC)c2)n2ncnc2n1
  A: -7%; B: -5; C: ?; D: -6%[11.4 µM]

O=C(CN(Cc1ccccc1)S(=O)(=O)c1ccccc1)NC1CC1
  A: -1%; B: -19; C: -1; D: /

COc1cc(CNCCO)ccc1OCC(=O)Nc1ccc(Br)cc1
  A: -5%; B: 18; C: 5; D: 24%

COc1cc(N2CCCC2)c(OC)cc1/C=C(/C#N)c1ccc(Br)cc1
  A: -11%; B: -28; C: 6; D: -17%

N#Cc1ccccc1Cn1c(-c2cscn2)nc2ccccc21
  A: -2%; B: -16; C: -10; D: 5%

COc1cc(N=Cc2c(O)[nH]c3ccccc23)cc(OC)c1OC
  A: -5%; B: -12; C: 18; D: -10%

CC(O)CNCCNCc1c(OCc2ccccc2)ccc2ccccc12 (stereo not given)
  A: -3%; B: -9; C: 0; D: 77%[activator]

CS(=O)(=O)N1CCC[C@@]2(CCN(Cc3ccc(C#N)cc3)C2)C1
  A: -2%; B: /; C: /; D: -1%

CC(C)Cn1c(Br)nc2c1c(=O)n(CCC#N)c(=O)n2C
  A: -5%; B: -123*; C: 1; D: -8%

O=C(O)CSc1c2c(nc3cc(C(=O)N4CCOCC4)ccc13)CCCC2
  A: 0%; B: 29; C: -5; D: 11%

Ten of these compounds, reformatted.
Under each structure – ALOX12 inhib, PNC inhibitor, IMPase inh, ALOX15B inhib
CCCc1cc(Nc2cccc(OC)c2)n2ncnc2n1
 : -7%, -5, ?, -6%[11.4 µM]
O=C(CN(Cc1ccccc1)S(=O)(=O)c1ccccc1)NC1CC1
 : -1%, -19, -1, /
COc1cc(CNCCO)ccc1OCC(=O)Nc1ccc(Br)cc1
 : -5%, 18, 5, 24%
COc1cc(N2CCCC2)c(OC)cc1/C=C(/C#N)c1ccc(Br)cc1
 : -11%, -28, 6, -17%
N#Cc1ccccc1Cn1c(-c2cscn2)nc2ccccc21
 : -2%, -16, -10, 5%
COc1cc(N=Cc2c(O)[nH]c3ccccc23)cc(OC)c1OC
 : -5%, -12, 18, -10%
CC(O)CNCCNCc1c(OCc2ccccc2)ccc2ccccc12 (stereo not given)
 : -3%, -9, 0, 77%[activator]
CS(=O)(=O)N1CCC[C@@]2(CCN(Cc3ccc(C#N)cc3)C2)C1
 : -2%, /, /, -1%
CC(C)Cn1c(Br)nc2c1c(=O)n(CCC#N)c(=O)n2C
 : -5%, -123*, 1, -8%
O=C(O)CSc1c2c(nc3cc(C(=O)N4CCOCC4)ccc13)CCCC2
 : 0%, 29, -5, 11%

(continued)
Abbreviations – A = ALOX12 inhib; B = PNC inhibitor; C = IMPase inh; D = ALOX15B inhib
c1cc(C(c2nnnn2C2CCCC2)N2CCOCC2)ccn1 (stereo not given)
  A: 1%; B: ?; C: 0; D: -14%

CCOC(=O)c1sc(N(Cc2ccccc2)C(=O)CN2C(=O)CN(C)C2=O)nc1C
  A: -5%; B: 41; C: 7; D: 18%

CN(Cc1ccco1)c1ncnc2ccc(-c3ccc4c(c3)OCO4)cc12
  A: -8%; B: /; C: /; D: 26%

COc1cccc(NC(=O)c2ccc3c(c2)N(CC(=O)N2CCCCC2)C(=O)C(C)(C)O3)c1
  A: -9%; B: 19; C: 4; D: 0%

Cn1c(=O)c2c(nc(NCc3ccc4c(c3)OCO4)n2Cc2ccccc2F)n(C)c1=O
  A: -7%; B: 57; C: 15; D: -10%

CC(=O)N1CCN(c2ccc(NC(=O)c3ccc(N4CCCC4)c([N+](=O)[O-])c3)cc2Cl)CC1
  A: -2%; B: ?; C: -4; D: -2%

Cc1cc(OCC(=O)NCCN2CCOCC2)cc(C)c1Br
  A: 3%; B: 31; C: -1; D: 16%

COc1ccc(CN2CCOCC2)cc1OC
  A: 2%; B: 18; C: 0; D: 0%

COc1cc(CNCc2ccccn2)ccc1OCc1cccc(Cl)c1
  A: 10%; B: 41; C: 7; D: 69%[activator]

Cc1ccc(-n2c(=O)c3c(C)c(C)sc3n(Cc3cc(=O)n4ccccc4n3)c2=O)cc1C
  A: -2%; B: -6; C: -8; D: /

C/C(=N/Nc1nc(-c2ccc(Cl)cc2)cs1)c1cccs1
  A: -8%; B: ?; C: 6; D: -12%

COc1ccccc1N(C(C)=O)C1SC(=O)N(c2ccccc2)C1=O (stereo not given)
  A: 2%; B: 10; C: 6; D: ?

CCCCn1c(SCc2c(C)noc2C)nc2cc(S(N)(=O)=O)ccc21
  A: 0%; B: 19; C: 0; D: -1%

An excerpt; the hit share may differ from the screen's.
